Assay outcomes: PubChem, Broad Institute
NSD2 HMT inh: NSD2 (human) methyltransferase inhibition; 310,000 compounds, 0.54% hits; NSD2 peptide methylation, AlphaScreen, 120 min; inhibition, % at 12.5 µM; AID 743445; in the data active = inhibition above about 50%
SR-BI DiI-HDL act: activators of SR-BI mediated HDL lipid uptake; AID 504775; 320,000 compounds, 0.096% hits; CHO ldlA[mSR-BI] cells, DiI-HDL uptake fluorescence, 3 h; 100 = double the neutral-control signal; activation, % at 12.5 µM;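 active = mean replicate activation of at least 60% and every replicate at or above 60%; inconclusive = mean or all-replicate condition met, but not both; inactive = mean below 60% and not all replicates reaching 60%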;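 note: 0% = median plate neutral-control signal and 100% = twice that signal; values of inactives mirror those of a sister screen read the other way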
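Material: SR-BI-overexpressing, LDLR-lacking CHO cells; schedule: compound exposure 3 h, 37 °C; reagent: DiI-labelled HDL at 10 µg/mL final; technique: bottom-read fluorescence, 550/595 nm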
dFosB act: activators of mouse delta FosB homodimer; activation, % at 25 µM; P13346; purified delta FosB, TAMRA-CDK5 oligo fluorescence polarization; percent of positive-control signal above neutral wells; 340,000 compounds, 0.99% hits;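 active = mean activation above about 17%, with every replicate also reaching it, limit read from the data, passing the limit was not always enough; inconclusive = only one of the two conditions met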;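 note: fluorescence polarization rise as delta FosB binds a TAMRA Cdk5 AP-1 oligo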
Target sequence (P13346 whole entry, looked up): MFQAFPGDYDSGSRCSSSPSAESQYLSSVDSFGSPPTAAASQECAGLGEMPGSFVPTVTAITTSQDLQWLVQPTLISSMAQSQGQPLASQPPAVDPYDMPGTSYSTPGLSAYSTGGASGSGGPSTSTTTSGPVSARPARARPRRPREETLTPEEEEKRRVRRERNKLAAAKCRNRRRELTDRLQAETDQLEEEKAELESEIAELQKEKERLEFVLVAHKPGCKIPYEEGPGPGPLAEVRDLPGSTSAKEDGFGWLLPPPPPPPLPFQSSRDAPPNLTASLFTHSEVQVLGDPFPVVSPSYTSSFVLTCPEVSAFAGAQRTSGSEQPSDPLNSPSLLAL
CAL PDZ FP-1: blocks peptide binding to human CAL PDZ domain; Q9HD26; purified CAL PDZ, TMR-peptide fluorescence polarization, 1 h; inhibition, % at 20 µM; 330,000 compounds, 0.02% hits; AID 504414;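 active = highest replicate inhibition of at least 40%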;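 note: plate controls were DMSO neutral control wells for no effect and unlabeled competitor peptide control wells for full effect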
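Test system: tagged CAL PDZ domain / Buffer or medium: sodium phosphate/NaCl buffer pH 7.4 with TCEP, IgG, Thesit / Reagent: TMR-labelled reporter peptide T*-PRC34 bound in PDZ groove / Compound dosing: single point, 20 µM / Schedule: 1 h incubation at room temperature before polarization reading / Technique: fluorescence polarization (mP) / Benchmarks: unlabelled peptide, DMSO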
MITF TRPM1 HTS: activators of MITF-driven TRPM1 promoter activity in SK-MEL-5 cells | SK-MEL-5 TRPM1-promoter luciferase, 24 h; % of positive control, neutral wells = 0 | activation, % at 12.5 µM | 300,000 compounds, 0.75% hits | AID 588334;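 active = mean activation of at least 80% with every replicate also reaching 80%; inconclusive = mean reaches 80% but some replicate falls short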;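 note: 0% = neutral control wells and 100% = parthenolide positive control wells; values of inactives mirror those of a sister screen read the other way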
SR-BI DiI inh: inhibitors of mouse SR-BI mediated HDL lipid uptake; AID 488896; 320,000 compounds, 0.96% hits; ldlA[mSR-BI] CHO cells, DiI-HDL uptake fluorescence, 3 h; inhibition, % at 12.5 µM; Q61009;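 active = mean replicate inhibition of at least 70% and a set share of replicates each scoring 70 or more; inconclusive = meets just one of the two criteria; inactive = fails both criteria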;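 note: 0% = median of neutral control wells and 100% = median of positive control wells; values of inactives mirror those of a sister screen read the other way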
PvdQ acylase: blocks Pseudomonas aeruginosa PvdQ acylase activity; inhibition, % at 10 µM; 340,000 compounds, 0.063% hits; purified PvdQ acylase, fluorescence plate reader; in the data active = inhibition above about 30%, passing the limit was not always enough; inconclusive = no clear call, values can overlap the other calls;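 note: 0% = vehicle neutral wells and 100% = reference inhibitor wells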
PfHsp90 yeast 2: growth inhibition of yeast expressing Plasmodium Hsp90 | S. cerevisiae expressing PfHsp90, BacTiter-Glo ATP, 48 h; yeast lacking PDR1 and PDR3 efflux regulators | inhibition, % at 9.4 µM | 310,000 compounds, 0.32% hits | AID 504621;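 active = every replicate shows inhibition above about 80%, whatever the replicate mean, limit read from the data; inconclusive = mean inhibition reaches the set limit but some replicate falls short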;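 note: 0% = DMSO neutral controls and 100% = 20 µM radicicol positive controls; yeast relying on Plasmodium falciparum Hsp90 in place of its own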
CAL PDZ FP-2: inhibitors of human CAL PDZ peptide binding; 300,000 compounds, 0.92% hits; AID 602252; inhibition, % at 24.9 µM; purified CAL PDZ, TMR-peptide fluorescence polarization, 1 h;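 active = mean inhibition of at least 30% with at least half of replicates also reaching 30%; inconclusive = no clear call, values can overlap the other calls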;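 note: 0% = DMSO neutral control and 100% = excess unlabeled competitor peptide PRC23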
Rtt109 Vps75: C. albicans Rtt109 histone acetyltransferase inhibition | 330,000 compounds, 0.16% hits | purified Rtt109/Vps75, ThioGlo CoA-SH fluorescence, 4 h | inhibition, % at 34.9 µM | Q5AAJ8;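 active = inhibition of at least 50% in every replicate; inconclusive = best replicate reaches 50% inhibition but some replicates fall short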
Target sequence (Q5AAJ8 whole entry, looked up): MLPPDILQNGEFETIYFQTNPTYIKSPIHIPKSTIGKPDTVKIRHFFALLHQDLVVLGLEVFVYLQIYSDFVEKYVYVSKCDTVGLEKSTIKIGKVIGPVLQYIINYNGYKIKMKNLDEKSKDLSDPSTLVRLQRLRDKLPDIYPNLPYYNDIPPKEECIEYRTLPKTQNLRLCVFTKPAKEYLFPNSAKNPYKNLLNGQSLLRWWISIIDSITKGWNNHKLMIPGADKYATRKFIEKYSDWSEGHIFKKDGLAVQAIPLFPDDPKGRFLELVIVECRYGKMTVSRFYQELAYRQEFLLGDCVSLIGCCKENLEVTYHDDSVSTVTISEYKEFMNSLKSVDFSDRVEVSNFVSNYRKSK
* = called active by the depositor; ? = inconclusive; / = not tested or not shown.

SMILES	NSD2 HMT inh	SR-BI DiI-HDL act	dFosB act	CAL PDZ FP-1	MITF TRPM1 HTS	SR-BI DiI inh	PvdQ acylase	PfHsp90 yeast 2	CAL PDZ FP-2	Rtt109 Vps75
Cc1ccc([N+](=O)[O-])cc1S(=O)(=O)Nc1ccc(-c2ccc(N3CCOCC3)nn2)cc1	3	20	-2	-3.3	-5	-20	0	/	-5	11
O=C(O)CCNc1ccc2c(c1)OCCO2	2	17	-3	/	3	-17	6	-1	2	1
CN1CCN(S(=O)(=O)c2cccc(C(=O)Nc3cc(C(N)=O)cc(C(N)=O)c3)c2)CC1	4	2	-18	1.2	6	-2	-6	-23	-5	0
OCCN(CCO)c1ccc(C(c2ccccc2Cl)c2ccc(N(CCO)CCO)cc2Cl)c(Cl)c1	-4	-4	-30	0.2	4	4	-12	-22	-1	1
Brc1ccc(Oc2ncc(CN3CCOCC3)s2)cc1	0	24	-8	-0.5	52	-24	-11	/	/	-8
CCOc1ccc(CN2CCN(Cc3cn(CC)nc3C)CC2CCO)cc1 (configuration not stated)	1	15	-1	-0.5	-3	-15	-19	-4	-2	-19
CC(O)(Cc1cccnc1)c1cccs1 (configuration not stated)	-1	11	-2	-0.1	11	-11	-2	8	1	0
CNC(=O)NC(=O)COC(=O)c1n[nH]c2ccccc12	35	3	-2	-0.7	6	-3	-10	-21	-6	-21
COc1ccc(NC(=O)Nc2ccc(F)cc2)c(C)c1	-4	8	11	-2.5	10	-8	-13	-21	1	/
COc1ccc(NS(=O)(=O)c2cc(NC(=O)C3=NN(c4ccccc4)C(=O)CC3)ccc2OC)cc1	-7	/	-6	-1.8	12	37	1	-12	-22	2
Cc1ccccc1Cn1ccc(NC(=O)c2cc3ncc(Br)cn3n2)n1	-2	/	-6	-1.3	-9	/	-5	5	-2	-3
O=C(Nc1ccc(N2CCCCC2)c(Cl)c1)c1cccnc1	3	-21	-1	-1.2	69	21	6	-14	3	8
COc1ccccc1C1CC(=O)NC(SCC(=O)Nc2ccccc2)=C1C#N (configuration not stated)	/	-10	2	-1.3	4	10	-1	9	/	16
Cc1ccc(NC(=O)Cn2nnc(C(=O)NCc3ccco3)c2N)c(C)c1	-5	4	15	-0.6	1	-4	-7	-9	/	3
O=C(c1ccco1)N1CCN(CCOc2ccc(F)cc2)CC1	1	-11	3	-0.5	6	11	-9	-16	0	-11
CCOn1c(=O)c(-c2cccc(Br)c2)[n+]([O-])c2ccccc21	-2	-5	-6	-4.1	/	5	-11	9	-9	-6
Cc1c(C(=O)N2CCN(S(=O)(=O)c3cccs3)CC2)oc2ccc(F)cc12	2	5	-11	-2.3	8	-5	-13	-37	-4	1
Cc1ccc(S(=O)(=O)/N=C2\C=C(Nc3ccc(O)cc3)C(=O)c3ccccc32)cc1	34	-71	-1	3.0	-98	?	-6	5	/	8
COC(=O)C1(Cc2cc(-c3ccccc3)no2)CCN(C(=O)OC(C)(C)C)CC1	/	3	-6	-1.7	4	-3	-11	-8	-3	6
CCN(C(=O)CN1CCN(S(=O)(=O)c2cc(Cl)ccc2Cl)CC1)c1c(N)n(Cc2ccccc2)c(=O)[nH]c1=O	0	2	-4	-1.6	7	-2	22	12	-3	-1
O=C(COc1ccc(Br)cc1)N/N=C1/SCC(=O)N1Cc1ccccc1	0	8	-3	-2.6	-4	-8	-5	4	-2	2
COC(=O)c1c(NC(=O)c2nc3ccccc3s2)sc2c1CC(C)(C)NC2(C)C	/	/	-36	-1.8	-77	/	5	15	/	-16
CCCn1c(SC(C)C(=O)O)nc2ccccc21 (configuration not stated)	0	4	1	-0.4	-1	-4	-16	-6	/	0
N#Cc1ccsc1NC(=O)CSc1nnc(-c2ccccc2)o1	-1	0	-7	-0.1	-4	0	-4	4	6	3
O=C(CCCO)N/N=C/c1cc(Br)ccc1O	-7	-4	0	-0.8	-2	4	-4	-7	-2	-44
CCCc1cc(=O)oc2cc(C)cc(OC(C)C(=O)NCCN3CCOCC3)c12 (configuration not stated)	-1	6	-9	-1.1	-1	-6	-22	1	4	7
O=C(NCCc1c[nH]c2ccccc12)c1ccccc1	2	5	-6	0.4	12	-5	-1	-8	/	-4
CCCNC(=O)Cc1cc(=O)[nH]c(=O)[nH]1	/	16	-2	0.0	-4	-16	5	14	-3	5
CN1CCN(S(=O)(=O)c2ccc([N+](=O)[O-])cc2)CC1	2	28	-5	-1.0	-9	-28	1	9	2	11
CC1CCCC(C)N1C(=O)c1cc(-c2ccc(Cl)c(Cl)c2)on1 (configuration not stated)	-2	-1	2	-0.5	97*	1	7	/	8	6
Cc1nc(SCC(=O)N2CCN(C(=O)c3ccco3)CC2)c2c(C)c(C)sc2n1	-2	-13	-10	/	-6	13	-8	-8	31*	-2
CCc1nccn1S(=O)(=O)c1ccc(OC)c(OC)c1	/	15	-8	0.0	/	-15	5	-4	1	-1
CCOc1cc2c3c(c1)C1(OCCO1)C(=O)N3C(C)(C)CC2C (configuration not stated)	4	3	2	-0.9	4	-3	-1	24	-1	1
CC(=O)NNC(=O)c1[nH]c2ccc(Cl)cc2c1-c1ccccc1	0	0	5	-0.5	-7	0	-16	0	/	-31
COc1cc(C(Nc2ccc3c(c2)OCO3)C(=O)NC2CCCCC2)cc(OC)c1OC (configuration not stated)	6	-6	-11	/	-24	6	-9	10	-6	7
CCOC(=O)C1CCN(C(=O)C2CCCN2S(=O)(=O)c2ccc(Cl)cc2)CC1 (configuration not stated)	-16	10	-4	-2.3	-6	-10	-13	-1	-3	-5
Cc1ccc(/C=N/NC(=S)NC2CCS(=O)(=O)C2)cc1 (configuration not stated)	0	13	1	-1.9	2	-13	-22	/	1	-5
O=c1oc2ccccc2c(Nc2ccc3ncccc3c2)c1[N+](=O)[O-]	3	26	7	-1.5	-13	-26	-4	-2	-5	-4
Cc1cc(OC(=O)C(c2ccccc2)c2ccccc2)c([N+](=O)[O-])c(=O)[nH]1	0	-27	-7	-0.4	-7	27	-14	-29	2	-29
CCN(CC)S(=O)(=O)c1ccc(S(=O)(=O)Nc2ccc(C(=O)N3CCCC3)cc2)cc1	/	3	6	-2.9	-7	-3	-1	26	-1	/
CCCCOCCCNCc1cccn1CCN1CCOCC1	2	-13	5	-0.5	-6	13	-3	-11	/	1
CC(=O)Nc1cccc(O)c1	/	1	-2	-1.1	-6	-1	-11	3	-3	-4
O=C(O)c1ccc2cccc(Cl)c2c1O	1	3	-1	0.9	-9	-3	-23	4	3	-8
Cc1cc(=O)oc2c(C)c(OC(C)C(=O)NC(Cc3c[nH]c4ccc(O)cc34)C(=O)O)ccc12 (configuration not stated)	/	-2	-9	-0.3	-2	2	-5	-3	1	0
CCOC(=O)N/N=C/C=C/c1ccccc1[N+](=O)[O-]	18	34	-1	-2.3	-2	-34	-15	-15	-1	-6
CC1=C(c2ccccc2)C=NNCC1=O	2	/	-7	-0.2	1	/	-12	1	1	0
CC(C)(C)c1cc(NC(=O)CCl)n(-c2ccccc2)n1	-4	25	1	-1.2	-55	-25	-6	18	-1	-13
CCC(Sc1nnc(-c2ccc(C)c(Cl)c2)n1CC)C(=O)Nc1nccs1 (configuration not stated)	2	-35	-7	-0.6	-14	35	8	-13	-3	11
O=C(Cn1ncc2c(=O)oc3ccccc3c21)N1CCc2ccccc2C1	/	13	-9	0.0	8	-13	6	-7	1	8
COC(=O)c1ncn(C2OC(COC(C)=O)C(OC(C)=O)C2OC(C)=O)n1 (configuration not stated)	-1	11	-3	-2.2	7	-11	2	5	-5	8
Nc1cc2ccccc2oc1=O	-1	-2	-7	-2.1	-2	2	6	6	2	4
CCn1c(SCC(=O)N/N=C(\C)c2ccco2)nnc1-c1ccccc1	-1	16	-2	-3.3	-13	-16	-4	14	-4	-4
CCOc1ccc(S(=O)(=O)N2CCCCCC2)cc1	-9	14	-3	/	2	-14	-4	-13	-1	13
CCOc1ccc(C2Sc3ccccc3NC3=C2C(=O)OC3)cc1 (configuration not stated)	-2	-11	-12	-1.6	12	11	-12	-12	-5	7
CC1=CC(=O)C(C(C)=Nc2cccc(Cl)c2)C(=O)O1 (configuration not stated)	0	-10	1	-0.4	5	10	-12	/	/	-2
Cc1cc(NC(=O)c2ccc(N(C)S(=O)(=O)c3ccccc3)cc2)no1	-3	-12	-16	-3.1	-5	12	-18	7	23	-5
Cc1ccccc1NC(=S)NNC(=O)c1cccc(Br)c1	7	10	-1	-0.2	1	-10	-7	-11	-1	6
O=C(Cc1ccccc1)NC(=S)Nc1ccc(N2CCCCC2)cc1	0	3	-10	0.6	-1	-3	-1	-36	-4	3
CC1(C)Cc2cccc(OCC(=O)NC3CC3)c2O1	0	18	-2	-0.1	/	-18	-9	-17	-1	-6
Cn1c(=O)c(=O)n(C)c2cc(S(=O)(=O)N3CCN(Cc4ccccc4)CC3)ccc21	-2	10	8	-2.2	/	-10	-3	/	-2	/

Other records
SMILES	NSD2 HMT inh	SR-BI DiI-HDL act	dFosB act	CAL PDZ FP-1	MITF TRPM1 HTS	SR-BI DiI inh	PvdQ acylase	PfHsp90 yeast 2	CAL PDZ FP-2	Rtt109 Vps75
CCN(CC)C(=S)Nc1ccc(Cl)c(Cl)c1	-3	3	5	-1.0	-7	-3	-13	-18	-2	1
O=C(c1ccc(-c2cc3ccccc3oc2=O)cc1)N1CCN(c2ccc(Cl)cc2[N+](=O)[O-])CC1	-3	-43	-6	-0.8	3	43	4	1	-2	-4
CCCn1c(SCC(=O)Nc2cc(S(=O)(=O)N(C)C)ccc2OC)n[nH]c1=O	-3	/	-3	-0.1	3	/	-10	3	-1	3
Cc1ccc(OCC(=O)N/N=C/c2cccc3cccnc23)cc1	3	5	-17	-1.6	2	-5	5	-11	1	14
COc1ccccc1/C=C1\SC(=S)N(CCC(=O)Nc2cccc(O)c2)C1=O	0	-41	2	-0.2	/	41	-6	-3	3	-2
CC(C)CNC(=O)C1CC(=O)OC12CCCCC2 (configuration not stated)	-2	9	3	/	10	-9	10	8	-7	1
CCN(CC)c1ccc(NC(=O)COC(=O)CCC(=O)c2cccs2)cc1	6	21	-10	-0.1	3	-21	-5	-1	2	-5
COc1ccc2nc(SCC(=O)c3ccco3)[nH]c2c1	2	-4	-8	-2.6	95*	4	-17	21	-4	-2
CCN(CC)CCNc1nc2c(c(=O)[nH]c(=O)n2C)n1CCCc1ccccc1	47	10	-7	0.7	1	-10	-11	-30	-2	3
CCOC(=O)c1cc(CC)sc1/N=C/C1=C(O)CCCC1=O	8	21	2	-0.5	20	-21	-8	6	-1	-1
